# Screening data: PubChem BioAssay, National Center for Advancing Translational Sciences (NCATS)
# IL1B secr inh – inflammasome signaling inhibition, IL-1 beta readout. THP-1 LPS/ATP IL-1B secretion, AlphaLISA, 16 h; stronger effect = lower value. 4.7% of 360,000 active. activity change, % at 57.5 µM. AID 743279; in the data active = activity change below about -50%; inconclusive = mostly about -30% to -49%; note: % is set by controls: 0 for no effect and ±100 for the full control effect
#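 Secreted IL-1B measured by AlphaLISA bead assay after 16 h compound exposure of THP-1 cells; compounds (final up to 57.5 uM) added 1 h before LPS (250 ng/mL) and ATP (1.25 mM) stimulation; lower signal means less secretion.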
# Nrf2 inh – Nrf2 pathway inhibition; 2.1% of 360,000 active; AID 504444; Potency, µM (highest dose often 46 µM), for inactives: top-dose activity change, negative = inhibition, usual class: inhibitors; A549 ARE-Fluc reporter, luciferase luminescence, 18-24 h; note: potency is the fitted concentration of half-maximal effect; % is set by controls: 0 for no effect and ±100 for the full control effect; nearly all actives have a fitted effect of over 60% in size
#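 Two sequential reads on A549 ARE_Fluc cells exposed to compound for 18-24 h: a CellTiter-Fluor fluorescence read for viability, then a luciferase luminescence read for Nrf2/ARE activity.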
# MCF10A rerep – induces DNA re-replication in MCF 10a normal breast cells | Potency, µM (titrated, usually from 46.1 µM), for the others: at the top dose activity, positive = re-replication, actives largely listed as activators | AID 624296 | MCF 10A DNA re-replication, Hoechst nuclear intensity, 48 h | 2.9% of 350,000 active; note: potency is the fitted concentration of half-maximal effect; % of control where 0% means no effect; nearly all actives have a fitted effect of over 50% in size
# ATXN viability – viability counter-screen for ATXN expression inhibitors. S2 cells (HEK-293 line with an ATXN2-luciferase reporter) viability, CellTiter-Fluor protease fluorescence, 24 h. 0.49% of 400,000 active. Potency, µM (series often up to 56.7 µM), actives largely listed as cytotoxic; note: potency is the fitted concentration of half-maximal effect; nearly all actives have a fitted effect of over 40% in size
# A549 viability – A549 cytotoxicity, counter-screen for Nrf2 inhibitors; A549 ARE-Fluc cells, CellTiter-Fluor viability, 18-24 h; Potency, µM (top dose mostly 46 µM), inactives show top-dose activity change, negative = cytotoxicity, usual class: inhibitors; 0.16% of 390,000 active; AID 504648; note: potency is the fitted concentration of half-maximal effect; % is set by controls: 0 for no effect and ±100 for the full control effect
#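 Cytotoxicity counterscreen: CellTiter-Fluor fluorescence was measured in A549 ARE_Fluc cells after 18-24 h of compound exposure in a concentration series. The subsequent BugLite luminescent read reports ARE-luciferase activity.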
# HepG2 viability – counter-screen for TGF-b inhibitors: cytotoxicity in HepG2 cells; HepG2 CAGA-GFP viability, ATP luminescence, 18 h; Potency, µM (top dose mostly 46.1 µM), for the others: at the top dose activity change, negative = cytotoxicity, usual class: cytotoxic; 0.76% of 410,000 active; note: potency is the fitted concentration of half-maximal effect; some results filed as inactive show a strong effect at the top dose
#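 CellTiter-Glo luminescence gave cytotoxicity after 18 hours at 37 degrees C. The cells were HepG2 CAGA-GFP in 1% FBS DMEM, stimulated with 500 pg/mL TGF-beta after compound addition. %Activity was normalised to no-cell wells (complete cell-killing) and DMSO (no toxicity), and curves were fitted and classified.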
# Nrf2 ARE act – Nrf2 pathway activation. AREc32 ARE-luciferase reporter (MCF7-derived line), luminescence, 24 h. Potency, µM (top dose mostly 46.1 µM), for inactives: at the highest dose activation, most hits filed as activators. 0.31% of 410,000 active. AID 624171; note: potency is the fitted concentration of half-maximal effect; % of control where 0% means no effect; nearly all actives have a fitted effect of over 65% in size
#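 AREc32 cells carrying an ARE-driven firefly luciferase, 1000 cells/well in OPTI-MEM with 5% FBS, dosed after overnight attachment and incubated 24 hr at 37 deg C. Steady-Glo luminescence read after 30 min at RT.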
# ATXN2 expr inh – ATXN2 expression inhibition | HEK-293 ATXN2-luciferase reporter, luminescence, 24 h | Potency, µM (highest dose often 57 µM), for inactives: top-dose activity change, negative = inhibition, usual class: inhibitors | 0.72% of 360,000 active | AID 1745845; note: potency is the fitted concentration of half-maximal effect; % is set by controls: 0 for no effect and ±100 for the full control effect; nearly all actives have a fitted effect of over 55% in size
#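 qHTS (up to 57 uM final) was run with 24 h compound exposure of reporter cells at 37 °C. Each well was multiplexed: SteadyGlo luminescence measured ATXN2-luciferase expression after a fluorogenic Gly-Phe-AFC viability readout (25 uM final).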
# TGFb inhibitor – blocks TGF-b signaling | HepG2 CAGA-GFP TGF-b/SMAD3 reporter, GFP fluorescence, 18 h; TGF-beta stimulated, 500 pg/mL final | Potency, µM (doses to about 46.1 µM), for inactives: at the highest dose activity, negative = inhibition, hits mostly inhibitors | 1.2% of 410,000 active; note: potency is the fitted concentration of half-maximal effect; % is set by controls: 0 for no effect and ±100 for the full control effect; nearly all actives have a fitted effect of over 65% in size
#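 HEPG2 CAGA-GFP cells (1000/well, DMEM with 1% FBS) were pre-incubated 2 h at 37 degrees C, given compound by pin tool, then stimulated with TGF-beta at 500 pg/mL final for 18 h before per-cell GFP fluorescence imaging.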
# Numbers without * were called inactive; i = inactive; u = inconclusive; x = no result given; & = joins results of further samples; [ ] = dose if it differs, or a comment. Unless noted, calls come from the whole dose curve; as a rule, active = well fitted curve in the direction sought with a large enough effect; inconclusive = small, poorly fitted or top-dose-only effect, or another doubt; inactive = no such curve, though single readings can be large; an effect the other way counts as inactive or inconclusive.
(1) Cc1ccc2c(c1)C(=O)C(=O)N2Cc1ccc(Cl)cc1
(2) CCOC(=O)c1c(-c2ccccc2)nc2ccc(Cl)cn12
(3) Cn1c(=O)cc2c3c(c(N4CCCCC4)ccc31)C(=O)c1ccccc1-2
(4) O/N=C\c1cccn1-c1ccc(Br)cc1
(5) CCCCn1nnnc1C(c1ccccc1)N1CCN(c2cccc(C(F)(F)F)n2)CC1 (stereo not given)
(6) CS(=O)(=O)N1CCC(C(=O)Nc2cccc(C(F)(F)F)c2)CC1
(7) COc1ccc(C(C)=O)cc1COc1cc(C)c(Cl)c(C)c1
(8) O=C(O)CCC(=O)NCCn1c(-c2ccccc2)csc1=Nc1ccccc1
(9) O=C(N/N=C/c1ccncc1)c1ccccc1OCc1ccc(Br)cc1
(10) O=S(=O)(N[C@H](CO)Cc1ccccc1)c1ccc(Br)cc1F

Compound,1,2,3,4,5,6,7,8,9,10
IL1B secr inh,59,14,-13,-12,-7,-12,54,0&0,-9,5
Nrf2 inh,9%,-11%,u,x,x,1%,-5%,-23%&29%,-5%,-2%
MCF10A rerep,u,22%,25%,4%,x,-4%,4%,-1%,u,x
ATXN viability,u,i,u,i,i,i,i,i,i,i
A549 viability,0%,5%,12%,11%,x,-10%,4%,1%&5%,-11%,-2%
HepG2 viability,-13%,-19%,-16%,-12%,x,-11%,125%,5%&3%,0%,0%
Nrf2 ARE act,17%,0.6%,9.9%,2.4%,0.0%,-0.8%,0.0%,2.5%&1.2%,-0.4%,0.3%
ATXN2 expr inh,-14%,-4%,x,-6%,5%,-8%,x,2%&34%,-14%[11.3 µM],1%
TGFb inhibitor,u,-19%,-17%,7%,x,-30%,0%,-3%&-5%,-23%,1%

(11) Nc1nc(SCC(=O)Nc2ccc(Cl)cn2)n[nH]1
(12) CC(C)(C)c1cc(C(=O)N/N=C/c2ccccc2O)n(-c2ccccc2)n1
(13) CCCCN(C)C(=O)CC(NS(=O)(=O)c1ccc(NC(C)=O)cc1)C(C)C (stereo not given)
(14) COc1ccc(S(=O)(=O)NCC2CCC(C(=O)N3CCC4(CC3)OCCO4)CC2)cc1 (stereo not given)
(15) CC(=O)c1ccc(-n2c(C)c(C(C)=O)c3cc(O)ccc32)cc1
(16) CCCn1c(SCC(N)=O)nnc1-c1ccco1
(17) CCOCCCn1c(SCC(=O)Nc2cc(C)ccc2C)nc2c(oc3ccccc32)c1=O
(18) CCOC(=O)c1c(N)sn(-c2ccccc2)c1=S
(19) O=C(N/N=C/c1ccncc1)C12CC3CC(CC(C3)C1)C2
(20) CCCCN1C(C)=CC(=C2C(=O)c3ccccc3C2=O)C=C1C

Compound,11,12,13,14,15,16,17,18,19,20
IL1B secr inh,42,62,28,16,42,-11,x,-12,-11,0
Nrf2 inh,-23%,u,2%,x,1%,-5%,3%,3%,-9%,u
MCF10A rerep,-4%,u,-1%,-1%,-2%,3%,x,-4%,-1%,u
ATXN viability,i,i,i,i,i,i,u,i,i,i
A549 viability,1%,-11%,-13%,0%,3%,-7%,-11%,-6%,2%,-7%
HepG2 viability,-1%,-33%,28%,10%,7%,-1%,-6%,0%,-9%,-22%
Nrf2 ARE act,-0.6%,-0.7%,0.0%,-0.1%,1.6%,-0.5%,0.5%,3.1%,-0.2%,-0.3%
ATXN2 expr inh,12%,u,13%,-15%,9%,-11%,1%,3%,-25%,0%
TGFb inhibitor,-2%,u,-12%,4%,175%[activator],9%,-23%,-28%,2%,-14%

(21) COC(=O)c1cc(NC(=O)Nc2cccc(Cl)c2)ccc1Cl
(22) CCn1c(SCC(=O)NCCc2ccccc2)nnc1-c1cccs1
(23) CCc1ccccc1NC(=O)/C(C#N)=C\c1ccc(Sc2ccccc2)o1
(24) N#Cc1ccc(OCCOCCNC2CCCC2)cc1
(25) C[C@@H]1CN([C@@H](C)CO)C(=O)CCCn2nncc2CO[C@H]1CN(C)S(C)(=O)=O
(26) CCCC(=O)NC(c1ccc(Cl)cc1Cl)c1ccc2cccnc2c1O (stereo not given)
(27) O=C(Cc1ccc(F)cc1)N1CCN(c2ccc([N+](=O)[O-])cc2)CC1
(28) N#C/C(=C\c1ccco1)c1nc2ccccc2s1
(29) Cc1ccc(/C=C2/SC(=S)N(CCC(=O)NCCCN3CCOCC3)C2=O)cc1
(30) COc1cc(Cl)ccc1OCc1cc(C(=O)NC2CCc3ccccc32)no1 (stereo not given)

Compound,21,22,23,24,25,26,27,28,29,30
IL1B secr inh,-97*,-8,u,-5,19,124,-3,-21,-83*,5
Nrf2 inh,u,9%,-25%,18%,x,23µM*,u,u,u,12%
MCF10A rerep,-2%,1%,-3%,-8%,x,u,2%,22%,u,u
ATXN viability,i,i,i,i,i,i,i,i,u,u
A549 viability,-25%,10%,0%,1%,x,-18%,-12%,-11%,15µM*,5%
HepG2 viability,-90%,-14%,-45%,-6%,0%,-18%,-25%,6%,-21%,-22%
Nrf2 ARE act,4.3%,0.3%,17%,0.0%,3.4%,-0.7%,5.9%,u,u,-0.5%
ATXN2 expr inh,u,2%,-7%,-15%,7%,u,x,67%[activator],61%[activator],u
TGFb inhibitor,16µM*,2%,u,3%,1%,u,-13%,29%,4%,4%

# By substructure, the compounds so far containing a furan ring, fused or not.
(16) CCCn1c(SCC(N)=O)nnc1-c1ccco1
(17) CCOCCCn1c(SCC(=O)Nc2cc(C)ccc2C)nc2c(oc3ccccc32)c1=O
(23) CCc1ccccc1NC(=O)/C(C#N)=C\c1ccc(Sc2ccccc2)o1
(28) N#C/C(=C\c1ccco1)c1nc2ccccc2s1

Compound,16,17,23,28
IL1B secr inh,-11,x,u,-21
Nrf2 inh,-5%,3%,-25%,u
MCF10A rerep,3%,x,-3%,22%
ATXN viability,i,u,i,i
A549 viability,-7%,-11%,0%,-11%
HepG2 viability,-1%,-6%,-45%,6%
Nrf2 ARE act,-0.5%,0.5%,17%,u
ATXN2 expr inh,-11%,1%,-7%,67%[activator]
TGFb inhibitor,9%,-23%,u,29%

# Next part:
(31) CN1C(=O)c2ccc(C(=O)NC3CCCCC3)cc2C1=O
(32) COc1cccc(C(=O)NC(=S)Nn2cnnc2)c1OC
(33) CCC(=O)Nc1ccc(N2CCN(Cc3ccccc3F)CC2)cc1
(34) CCn1c(=O)c(C(=O)Nc2cccnc2)c(O)c2ccccc21
(35) Cc1cc(NC(=O)CSCC(=O)OCC(=O)c2cccc(Br)c2)no1
(36) CN(Cc1ccccc1)C(=O)Nc1ccc(Cl)cc1
(37) CNc1nc(-c2c[nH]c3ccccc23)cs1
(38) c1cc(-c2cn(C[C@H]3CC[C@@H]([C@@H]4CC[C@H](Cn5cc(-c6ccsc6)nn5)O4)O3)nn2)cs1
(39) COc1ccc(N(CC(=O)NCc2ccc(F)cc2)C(=O)Cn2nnc(-c3ccc(C)o3)n2)cc1OC
(40) CCOc1ncccc1C(=O)Nc1nc(C(C)(C)C)cs1

Compound,31,32,33,34,35,36,37,38,39,40
IL1B secr inh,9,25,22,24,0,u,u,12,-5,19
Nrf2 inh,u,3%,-11%,-21%,2%,u,2%,-5%,1%,u
MCF10A rerep,-3%,-9%,-3%,2%,-4%,4%,23%,8%,-2%,u
ATXN viability,i,i,x,i,i,i,i,i,i,x
A549 viability,5%,-6%,1%,-4%,0%,9%,-7%,-20%,-15%,16%
HepG2 viability,-5%,2%,-4%,-7%,-28%,12%,-28%,-13%,-1%,6%
Nrf2 ARE act,0.3%,-0.1%,-0.6%,0.3%,0.1%,0.7%,16%,0.4%,-0.4%,-0.3%
ATXN2 expr inh,22%,-4%,x,4%,-1%,12%,7%,u,10%,x
TGFb inhibitor,14%,0%,-5%,22%,1%,-3%,2%,u,-1%,2%

(41) COc1ccccc1CC(=O)Nc1ccc(S(=O)(=O)N2CCCCC2)cc1
(42) COc1ccccc1NS(=O)(=O)c1ccc2oc(SCc3ccc(C#N)cc3)nc2c1
(43) Cc1ccc(OCCOCCNC(C)(C)C)c([N+](=O)[O-])c1
(44) Cc1cccc(OCc2nnc(SC(C)C(=O)Nc3ccc(N4CCOCC4)cc3)o2)c1 (stereo not given)
(45) C=CCn1c(N)cc(=O)nc1SC(C)C(=O)Nc1cccc2ccccc12 (stereo not given)
(46) Cc1ccc(N(CCC(=O)O)S(=O)(=O)c2cccc(C(F)(F)F)c2)cc1
(47) Cn1c(=O)c2c(=O)cc(NNC(=O)C(C)(C)C)[nH]c2n(C)c1=O
(48) Cc1ccc(NC(=O)CCN2C(=O)NC3(CCCC3)C2=O)c(C)c1
(49) COc1cccc(-c2nc(-c3ccc(NC(=O)c4cccs4)cc3)no2)c1
(50) CC(NC(=O)CNC(=O)c1ccccc1Br)c1cccs1 (stereo not given)

Compound,41,42,43,44,45,46,47,48,49,50
IL1B secr inh,-17,-7,1,-13,4,26,1,-13,-24,20
Nrf2 inh,-15%,16µM*,-3%,u,6%,-18%,1%,-18%,0%,4%
MCF10A rerep,5%,3%,9%,8%,-1%,1%,-6%,10%,u,12%
ATXN viability,i,i,i,i,u,i,i,i,i,i
A549 viability,2%,-12%,1%,1%,-5%,-2%,4%,11%,-7%,0%
HepG2 viability,-21%,12%,-43%,6%,-2%,0%,5%,-23%,-30%,-5%
Nrf2 ARE act,0.1%,10%,0.1%,0.0%,-0.7%,-0.8%,0.2%,-0.7%,4.2%,-0.2%
ATXN2 expr inh,11%,-29%,-3%,19%,7%,1%,3%,x,26%,5%
TGFb inhibitor,3%,u,10%,144%[activator],-1%,7%,23%,-12%,-21%,-19%
